Yp Topo-I inh = Y. pestis Topo-I inhibition via cleavage products | Y. pestis Topo-I cleavage product accumulation, plate reader | activity, % at 10 µM | 360,000 compounds, 0.064% hits | AID 504884; in the data active = activity above about 50%, passing the limit was not always enough; inconclusive = no clear call, values can overlap the other calls; also: inactives centre near 2
TcdB inh = blocks C. difficile toxin B glycohydrolase activity | P18177 | 350,000 compounds, 0.24% hits | inhibition, % at 9.99 µM | TcdB glycohydrolase enzymatic assay, plate reader; in the data active = inhibition above about 10%
Anthrax LF inh2 = blocks Bacillus anthracis lethal factor protease; P15917; multiplex microsphere protease cleavage assay, LF; inhibition, % at 10 µM; 360,000 compounds, 0.12% hits; AID 588501; also: plate controls were buffer without enzyme for full effect and enzyme alone for no effect
Target sequence (P15917 whole entry, looked up): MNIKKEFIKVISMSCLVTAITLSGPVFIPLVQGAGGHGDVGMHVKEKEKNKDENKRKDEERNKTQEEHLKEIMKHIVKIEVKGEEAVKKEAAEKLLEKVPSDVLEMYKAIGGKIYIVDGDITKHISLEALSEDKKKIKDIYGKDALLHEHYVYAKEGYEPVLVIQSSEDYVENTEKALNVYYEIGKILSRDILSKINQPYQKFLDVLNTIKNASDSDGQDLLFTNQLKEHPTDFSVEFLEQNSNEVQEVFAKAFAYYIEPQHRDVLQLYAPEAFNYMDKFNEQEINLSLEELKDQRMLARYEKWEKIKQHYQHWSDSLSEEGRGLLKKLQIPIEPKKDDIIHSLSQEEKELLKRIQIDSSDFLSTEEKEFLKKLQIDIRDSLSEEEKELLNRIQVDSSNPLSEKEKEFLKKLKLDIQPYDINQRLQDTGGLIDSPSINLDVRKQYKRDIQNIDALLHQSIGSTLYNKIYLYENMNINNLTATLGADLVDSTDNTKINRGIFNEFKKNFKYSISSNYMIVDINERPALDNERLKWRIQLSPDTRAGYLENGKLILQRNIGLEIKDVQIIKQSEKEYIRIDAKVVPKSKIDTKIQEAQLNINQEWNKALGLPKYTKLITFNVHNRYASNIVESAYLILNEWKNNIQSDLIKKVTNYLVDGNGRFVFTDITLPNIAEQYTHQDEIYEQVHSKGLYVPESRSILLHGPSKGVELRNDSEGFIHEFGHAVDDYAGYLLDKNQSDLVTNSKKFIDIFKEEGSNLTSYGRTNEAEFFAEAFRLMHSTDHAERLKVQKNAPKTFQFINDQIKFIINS
PfHsp40 rescue = restores yeast growth despite PfHsp40 toxicity; S. cerevisiae expressing PfHsp40, growth rescue, ATP luminescence; growth rescue, % at 12.5 µM; 340,000 compounds, 0.68% hits; in the data active = growth rescue above about 28%, passing the limit was not always enough; inconclusive = no clear call, values can overlap the other calls;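 also: yeast W303a lacking pdr1 and pdr3 grown in galactose medium; growth measured after three days at 30 °C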
FadD28 binding = blocks FadD28 binding to the bisubstrate probe; fluorescence polarization; inhibition, % at 12.5 µM; 360,000 compounds, 0.22% hits; AID 588549; in the data active = inhibition above about 8.5%, passing the limit was not always enough; inconclusive = no clear call, values can overlap the other calls
CCHF vOTU inh = blocks the CCHF virus ovarian tumor domain protease. CCHFV vOTU protease, Pep-AMC fluorescence. inhibition, % at 11.5 µM. 370,000 compounds, 0.55% hits. AID 651958; in the data active = inhibition above about 30%; also: 0% = vehicle wells with enzyme and 100% = no enzyme wells
BoNT-F LC inh = blocks Botulinum neurotoxin F light chain protease; AID 588497; 360,000 compounds, 0.22% hits; inhibition, % at 10 µM; Multiplex microsphere protease cleavage assay, flow cytometry; in the data active = inhibition above about 35%, passing the limit was not always enough; inconclusive = no clear call, values can overlap the other calls; also: plate controls were buffer without enzyme for full effect and enzyme alone for no effect
PrPC TRFRET = reduces human prion protein on the cell surface; 370,000 compounds, 0.43% hits; inhibition, % at 13.8 µM; cell surface PrPC, TR-FRET read-out; P04156; in the data active = inhibition above about 24%; also: 0% = median of the test wells and 100% = reference compound wells
BoNT-A LC inh2 = blocks Botulinum neurotoxin A light chain protease; multiplex microsphere protease substrate cleavage, flow cytometry; inhibition, % at 10 µM; 360,000 compounds, 0.17% hits; also: plate controls were buffer without enzyme for full effect and enzyme alone for no effect
* marks the source's active call; other numbers are inactive results; ? = inconclusive; nt = no result given. Rule as the data show it, unless noted: active = inhibition above about 30%; inconclusive = no clear call, values can overlap the other calls; inactive = below that.

canonical_smiles	Yp Topo-I inh	TcdB inh	Anthrax LF inh2	PfHsp40 rescue	FadD28 binding	CCHF vOTU inh	BoNT-F LC inh	PrPC TRFRET	BoNT-A LC inh2
O=C1CC(c2ccccc2)CC(=NCCO)/C1=C(\O)CCCN1C(=O)c2ccccc2C1=O (stereo not given)	11	1.1	-4	-1.0	-1.7	9	-3	7	-0.3
Cc1cccc(C)c1NC(=O)CN(C)C(=O)c1cccc(S(=O)(=O)N2CCN(c3ccc(F)cc3)CC2)c1	11	1.3	-1	2.3	-4.2	16	?	5	1.1
O=C(Nc1ccccc1C(=O)O)c1ncn[nH]1	0	nt	3	5.9	-0.4	23	-6	5	-0.1
CCN1C(=O)[C@@H]2[C@H](C1=O)[C@@H]1C(=O)Nc3ccccc3C(=O)N1[C@@H]2c1ccc(OC)cc1	-2	1.3	-7	-0.3	-1.2	34*	0	0	-0.3
COc1ccc(-n2nc(C(=O)NCC(=O)N3CCOCC3)c3ccccc3c2=O)c(OC)c1	12	1.2	2	-0.1	-0.1	1	-14	-3	-4.4
Cc1nn(-c2ccccc2)c(NC(=O)c2cccs2)c(-c2ccccc2)c1=O	-8	nt	0	-0.3	-1.0	-4	-12	1	0.1
CCN1CCCC1CNC(=O)c1c(O)c2c([nH]c1=O)CCCC2 (stereo not given)	-4	nt	2	-1.1	-1.1	2	14	-6	0.8
Cc1cc2ncc(C(N)=O)cn2n1	-1	1.2	-7	-0.2	-2.0	5	0	-10	0.2
CCCNC(=O)c1ccccc1NC(=O)COc1cccc2c1OC(C)(C)C2	0	-3.2	-1	-0.1	0.4	4	10	9	2.2
CCCCCC(=O)N1C[C@@H](n2cc(C3CC3)nn2)[C@H](O)C[C@@H]1c1ccc(C)cc1	14	1.3	-3	nt	-2.9	-1	5	-6	0.3
C/C(=N\Nc1nc2ccccc2[nH]1)c1cccs1	-15	nt	-1	-0.4	-1.1	0	-16	1	-0.3
CCOC(=O)c1nn(-c2cccc(C)c2)c2nnc(Cc3ccc(C)cc3)c(=O)n12	11	nt	-2	1.2	-3.0	9	4	-4	0.1
Cc1ccc(C(=O)NCCSc2ccc(Cl)cc2)cc1S(=O)(=O)Nc1ccccc1	3	0.9	-11	2.9	0.4	-10	-4	15	0.1
Cc1cc(=O)[nH]c(N/N=C/c2c(C)nn(-c3ccc(F)cc3)c2Cl)n1	1	-1.0	-8	1.5	-0.2	-4	-1	-6	-1.2
CCOC(=O)Cc1csc(NC(=O)c2ccc(Br)o2)n1	-6	nt	-2	3.3	-4.2	8	3	1	0.2
CCOC(=O)C(C)Sc1ncc(OC)c(=O)[nH]1 (stereo not given)	1	nt	6	0.7	-2.4	-1	30	-5	4.0
Cc1sc2nc(CN3CCOCC3)nc(Cl)c2c1C	1	2.4	1	-0.9	-2.7	4	-9	8	-0.9
CCOC(=O)C1(CC2CCCCO2)CCN(C2CCSCC2)CC1 (stereo not given)	1	1.2	-1	1.0	-1.4	-5	3	2	0.3
O=C(CN1CCCC1)Nc1ccc([N+](=O)[O-])cc1Cl	2	0.8	1	-1.1	-1.7	-2	2	-24	-0.5
Cc1ccc(NC(=O)COC(=O)CNC(=O)c2ccco2)cc1	1	0.9	-5	-1.5	-3.2	-1	6	2	0.4
CC(C)[C@H](NC(=O)c1ccccc1Br)C(=O)OCc1nc2ccsc2c(=O)[nH]1	5	-2.2	7	1.9	-1.5	-1	12	0	2.0
CCC(=O)Nc1ccc(Cl)c(NC(=O)C(C)C)c1	-6	-0.1	-4	-0.8	-1.3	-21	1	-2	-0.7
O=C(COC(=O)c1nc(Cl)ccc1Cl)NC1CCCCC1	-8	0.5	5	-2.3	-2.3	10	-1	3	-0.1
Oc1ccccc1-c1nc(NCc2ccccc2)c2ccccc2n1	-4	2.3	-6	0.3	-1.6	-3	-16	-4	-1.4
O=C(c1ccco1)N1CCN(C2c3ccccc3-c3ccccc32)CC1	35	0.0	0	-0.1	-1.8	9	-10	-9	2.7
CCCCc1nc(NCc2ccccc2)c(C#N)c2c1COC(C)(C)C2	-4	nt	2	-0.7	-2.7	5	-3	6	-0.3
COc1ccccc1NC(=O)C1=C(C)Nc2nnnn2C1c1cccc(C)c1 (stereo not given)	-2	0.9	-6	0.4	-0.4	-1	11	4	0.0
COc1ccc(N2CCN(S(=O)(=O)c3cc4c(cc3C)NC(=O)CO4)CC2)cc1	-4	0.2	-6	0.4	0.1	-3	-13	-5	-1.1
Nc1nc(N2C(=O)C3CC=CCC3C2=O)nn1-c1ccccc1 (stereo not given)	-8	nt	1	0.0	-1.5	-1	-2	-1	0.4
CCOc1ccc(C(=O)c2ccc(OCC)c(N)c2)cc1N	6	nt	-4	-0.4	-0.4	24	-2	-2	0.4

(cont.)
canonical_smiles	Yp Topo-I inh	TcdB inh	Anthrax LF inh2	PfHsp40 rescue	FadD28 binding	CCHF vOTU inh	BoNT-F LC inh	PrPC TRFRET	BoNT-A LC inh2
COc1ccc(-c2nc(CS(=O)CC(=O)NCCN3CCCCCC3)c(C)o2)cc1OC (stereo not given)	10	1.0	1	-1.9	-1.0	6	-5	-6	0.8
CC(C)N(C(=O)[C@H]1C[C@H](CC(=O)NCCCN(C)C)C(=O)N2CCc3c([nH]c4ccc(Cl)cc34)[C@]12C)C(C)C	-14	0.5	0	-1.7	-3.4	-6	-3	5	0.1
O=C(N/N=C/c1cc(Cl)cc([N+](=O)[O-])c1O)c1ccc2c(c1)OCO2	0	0.1	-2	-1.3	-2.0	1	-17	-4	-1.5
CN(C)C(=O)C1=NOC2(C1)C(=O)Nc1ccccc12 (stereo not given)	nt	-0.1	-7	nt	nt	8	-1	-2	-0.9
O=c1ccc(/C=C/c2ccccc2)nn1Cc1ccc(F)cc1	40	1.1	0	-0.1	-3.9	-3	1	15	-0.6
Cc1cc(C(=O)N2CCc3ccccc32)c2cc(F)ccc2n1	2	nt	-1	0.1	-2.8	10	0	-14	0.2
O=C(OCC1CC(c2ccccc2Cl)=NO1)c1ccc(Br)cc1 (stereo not given)	-3	nt	1	3.1	-1.3	-5	-2	5	-0.1
Cc1nc(-c2ccccc2)sc1C1(C)CC(c2ccccc2F)=NO1 (stereo not given)	1	0.7	-2	-1.0	1.9	12	-4	1	-0.2
CCCCCCCCC(=O)N/N=C(\C)c1ccco1	-6	0.2	2	0.7	0.0	4	-4	5	-1.7
Cc1ccc(CNC(=O)CS(=O)CC(=O)O)cc1 (stereo not given)	-3	nt	4	-2.5	-1.1	3	-5	4	0.7
CCN1CCN(c2nc(Nc3ccc(NC(C)=O)cc3)nc(Nc3ccc(NC(C)=O)cc3)n2)CC1	-27	1.4	-10	3.7	0.0	5	5	4	-0.1
O=C(c1ccc(F)cc1)C1CCN(C(=S)Nc2ccccc2)CC1	-4	nt	-4	1.9	-3.9	-13	-6	5	0.4
Cc1nn(Cc2ccccc2)c2sc(C(=O)N3CCN(Cc4ccc5c(c4)OCO5)CC3)cc12	33	nt	-4	-1.2	-2.3	6	12	-1	-0.4
Cc1cc(N2CCOCC2)nc(SCc2c(Cl)cccc2Cl)n1	19	-0.3	-1	0.4	-28	2	-4	10	-0.1
C=CCn1sc(N)c(C(=O)OCC)c1=S	0	nt	-4	-0.4	-1.3	10	-5	-10	0.0
CS(=O)(=O)N(CC(=O)NCc1cccnc1)Cc1ccc(Cl)cc1	-4	nt	-6	-1.2	0.1	6	-2	3	-0.6
FC(F)(F)c1cccnc1-n1cncn1	-9	-0.8	-3	-0.9	-0.8	-6	?	8	?
COc1ccccc1N1CCN(S(=O)(=O)c2ccc3c(c2)NC(=O)C(C)S3)CC1 (stereo not given)	10	1.8	-2	3.7	-3.7	-5	-2	9	-1.1
COc1cc(CO)c(Br)cc1OCC(=O)Nc1ccccc1C	4	-5.1	-2	-1.0	0.6	6	-6	9	-1.0
COc1ccccc1NS(=O)(=O)c1cc(N)ccc1N1CCCCC1	4	-0.5	-2	0.6	0.5	10	1	6	0.3
COc1ccc(C(=O)N/C(=C/c2cccs2)c2nc3ccccc3[nH]2)cc1OC	8	-0.6	-2	-1.9	-1.3	6	0	-5	0.2
CCOc1ccc(C(=O)Nc2cc(-c3nc4ccccc4[nH]3)ccc2Cl)cc1[N+](=O)[O-]	2	1.5	0	22	-5.1	15	0	13	0.8
Cc1cc(NC(=O)C2CCCC2)nc2c1c(=O)oc1ccccc12	-9	nt	0	-0.3	-5.0	-2	-8	2	0.2
COc1ccc(-c2oc3ccccc3c2C(=O)Oc2ccccc2)cc1	13	0.8	-8	1.6	-0.6	-2	-5	0	0.3
CC(Sc1nc(N(C)C)nc(N2CCOCC2)n1)C(=O)Nc1ccccc1 (stereo not given)	2	nt	-2	-0.3	-1.5	7	-13	1	-0.3
CCn1c(=O)[nH]c2cc(C(=O)Nc3cc(C)cc(C)c3)ccc2c1=O	13	0.4	3	-1.0	-2.4	10	-2	-2	0.3
COc1ccc(S(=O)(=O)N2CCOCC2)cc1NC(=O)COc1ccc(C)cc1	21	1.6	-5	2.8	-3.2	-3	-6	2	0.3
Cc1ccc(S(=O)(=O)NNC(=O)c2ccc(F)cc2)cc1	-1	-4.2	0	-0.1	-1.3	-7	3	-6	-0.4
CCOC(=O)[C@H]1CCC[C@@H](NS(=O)(=O)c2ccc(NC(C)=O)cc2)C1	-1	nt	2	0.9	-3.6	3	1	-3	0.5
O=C(NC1CCN(Cc2ccccc2)CC1)C1CCN(S(=O)(=O)c2cccc3nsnc23)CC1	-5	nt	-4	0.4	0.9	5	-22	-14	-0.2

(cont.)
canonical_smiles	Yp Topo-I inh	TcdB inh	Anthrax LF inh2	PfHsp40 rescue	FadD28 binding	CCHF vOTU inh	BoNT-F LC inh	PrPC TRFRET	BoNT-A LC inh2
COC(=O)Cc1c(C)nc2nc[nH]n2c1=O	5	nt	nt	-0.5	0.6	1	nt	0	nt
Cc1ccccc1CN1C[C@H]2CON(C)[C@H]2C[C@H]1c1cccc(Br)c1	33	0.0	-1	nt	-4.2	18	1	10	-0.4
O=C(Cn1cc([N+](=O)[O-])cn1)NCCc1nc2ccccc2[nH]1	-16	0.4	0	2.5	-4.3	1	1	9	0.5
COc1ccc(Cl)c(-c2cc(C(=O)NCc3ccc(C(F)(F)F)cc3)[nH]n2)c1	-10	-3.0	-10	nt	-4.5	26	-11	15	-1.4
Cc1ccc(S(=O)(=O)N2CCOCC2)cc1C(=O)Nc1ccc(C(N)=O)cc1	-1	1.0	-6	-0.6	-0.8	-18	-12	-5	-1.9
O=C(NCc1ccc(F)cc1)C1CCN(S(=O)(=O)c2ccc(Cl)cc2)CC1	10	4.1	0	-1.0	-2.5	3	-5	-2	0.4
CCN(CC)C(=O)COc1ccc2c(-c3ccc(OC)cc3)cc(=O)oc2c1	32	0.5	5	1.6	-6.5	6	26	-19	-0.4
CC1(C)Cc2c(cnn2-c2cccc(F)c2)C(NC(=O)CCN2CCCC2=O)C1 (stereo not given)	2	2.0	-1	1.6	-0.8	5	-10	-4	-6.8
O=C(Nc1cccnc1Cl)c1cc(-c2ccc(O)cc2)on1	2	0.0	-3	2.0	-2.2	0	2	0	-0.4
CCC(C(=O)Nc1c[nH]c(=O)[nH]c1=O)c1ccccc1 (stereo not given)	-2	nt	1	0.9	-0.6	-2	-8	5	-0.1
O=C(c1cc([N+](=O)[O-])ccc1Cl)N1CCN(c2ccc(F)cc2)CC1	0	1.4	2	1.8	-3.7	3	2	-8	-1.1
Cn1c(=O)c2cc(NC(=O)NCc3ccccc3)ccc2n1Cc1cccc(C(F)(F)F)c1	31	-2.4	0	nt	-1.9	-119	-10	25*	-0.3

Part of the list above, reduced to Anthrax LF inh2 and FadD28 binding.
compound,Anthrax LF inh2,FadD28 binding
O=C(COC(=O)c1nc(Cl)ccc1Cl)NC1CCCCC1,5,-2.3
Oc1ccccc1-c1nc(NCc2ccccc2)c2ccccc2n1,-6,-1.6

Assay outcomes: PubChem, several laboratories
